GC-B act – GC-B (human) receptor activation; HEK293-GC-B cells, CNP EC30, cGMP TR-FRET; 0% at EC30 CNP, 100% saturating CNP; activation, % at 10 µM; AID 1920062; 370,000 compounds, 0.11% hits; P20594;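 active = activation at 10 µM reaching about 35% in either raw or pattern-adjusted values, limit read from the data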
MBD2 inh – MBD2-methylated oligo binding inhibition. Q9UBB5. TR-FRET, MBD2 binding to methylated oligonucleotide. inhibition, % at 4.4 µM. 370,000 compounds, 0.31% hits; in the data active = inhibition above about 13%
Target sequence (Q9UBB5 whole entry, looked up): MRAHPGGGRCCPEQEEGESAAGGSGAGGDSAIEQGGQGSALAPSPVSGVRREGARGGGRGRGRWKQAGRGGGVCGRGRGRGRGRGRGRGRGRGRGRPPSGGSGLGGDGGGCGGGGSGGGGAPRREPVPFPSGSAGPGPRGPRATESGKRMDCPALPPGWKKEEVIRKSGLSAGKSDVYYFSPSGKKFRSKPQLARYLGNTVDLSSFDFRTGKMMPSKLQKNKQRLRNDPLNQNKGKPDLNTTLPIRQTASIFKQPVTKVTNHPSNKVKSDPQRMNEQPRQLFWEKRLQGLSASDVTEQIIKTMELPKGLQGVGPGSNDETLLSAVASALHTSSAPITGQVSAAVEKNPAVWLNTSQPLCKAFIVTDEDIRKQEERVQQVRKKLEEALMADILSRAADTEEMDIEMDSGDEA
TDP2 inh – blocks human TDP2 phosphodiesterase activity; recombinant TDP2, T5PNP hydrolysis, p-nitrophenol absorbance 415 nm; inhibition, % at 12.8 µM; 370,000 compounds, 0.34% hits;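 active = inhibition above the mean of all tested compounds plus 3 SD, set per campaign, cut at about 25% in these data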;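 also: 0% = DMSO with enzyme and 100% = buffer with substrate but no TDP2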
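Read-out basis: percent inhibition. System: recombinant human TDP2. Buffer or medium: Mg2+-containing Tris-HCl buffer, pH 7.5. Repeats: single replicate. Timing: reaction 2 h, 37 °C. Benchmarks: high control without enzyme, low control DMSO plus TDP2. Probe or stimulus: 5 mM T5PNP. Doses: 12.8 µM only. Measured by: epi absorbance of p-nitrophenol freed from T5PNP by hydrolysis.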
PRMT1 FP inh – blocks human protein arginine methyltransferase 1; AID 652257; inhibition, % at 2.79 µM; recombinant PRMT1, activity-based probe fluorescence polarization; 370,000 compounds, 1.3% hits;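 active = inhibition above about 21% made by adding two undisclosed values, limit read from the data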
Target sequence (Q99873 whole entry, looked up): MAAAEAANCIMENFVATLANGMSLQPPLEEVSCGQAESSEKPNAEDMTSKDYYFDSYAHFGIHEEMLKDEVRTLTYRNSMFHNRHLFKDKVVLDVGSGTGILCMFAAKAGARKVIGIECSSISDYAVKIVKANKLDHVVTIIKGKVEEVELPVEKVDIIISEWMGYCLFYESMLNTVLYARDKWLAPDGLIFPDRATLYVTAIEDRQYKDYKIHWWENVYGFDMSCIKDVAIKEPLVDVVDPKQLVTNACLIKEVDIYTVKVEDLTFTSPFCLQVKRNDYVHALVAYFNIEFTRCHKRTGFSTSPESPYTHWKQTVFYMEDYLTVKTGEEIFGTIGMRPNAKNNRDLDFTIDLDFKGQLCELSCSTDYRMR
SIAE inh – inhibitors of human sialic acid acetylesterase SIAE; Q9HAT2; SIAE FP-Rh probe binding, fluorescence polarization; inhibition, % at 9.66 µM; 370,000 compounds, 0.69% hits;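 active = inhibition above a cutoff: mean of compounds within the control limits plus 3 SD of those, cut at about 17% in these data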;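 also: 0% = plate median of compound wells and 100% = probe without SIAE protein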
HTRA1 inh – inhibitors of human serine peptidase HTRA1; AID 504803; recombinant HTRA1, FP-rhodamine activity-based probe, fluorescence polarization; inhibition, % at 5.96 µM; 340,000 compounds, 0.5% hits; Q92743; in the data active = inhibition above about 36%;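 also: 0% = enzyme with DMSO and 100% = wells lacking enzyme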
TCR-CD3 inh – human TCR-CD3 binding inhibition; AID 651800; TAMRA-labeled TCR probe fluorescence, biochemical; inhibition, % at 9.4 µM; 360,000 compounds, 0.37% hits; in the data active = inhibition above about 19%;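 also: recombinant mutant TCR 2C K166C tagged with TAMRA read by polarization; 0% = receptor in buffer alone and 100% = receptor with positive control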
rCAG RNA binder – molecules binding r(CAG) RNA repeats; r(CAG) RNA repeat, TO-PRO-1 dye displacement fluorescence; inhibition, % at 3 µM; 370,000 compounds, 1.3% hits; AID 651821;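 active = inhibition above the plate cutoff, the mean of all test compounds on that plate plus 3 SD, cut at about 35% in these data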;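 also: 0% = DMSO alone and 100% = 100 µM mitoxantrone as full dye displacement; higher means more dye released from RNA so lower well fluorescence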
ABHD4 inh – ABHD4 (mouse) inhibition, primary FP screen | Q8VD66 | purified mABHD4, FP-Rh probe fluorescence polarization | inhibition, % at 8.92 µM | 370,000 compounds, 0.54% hits | AID 720543;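 active = inhibition exceeding the mean over every tested compound plus 3 SD, cut at about 30% in these data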;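 also: 0% = plate median of compound wells and 100% = S159A mutant with DMSO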
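assay system = mABHD4 protein | compound dosing = single nominal dose of 8.92 µM, 0.89% DMSO final | read-out basis = percent inhibition of probe binding, normalized to plate controls | schedule = Enzyme–compound pre-incubation 45 min, then probe 60 min, both 25 °C | detection = fluorescence polarization, excitation 525 nm, emission 598 nm, BODIPY TMR filters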
LEDGF integ inh – blocks HIV-1 LEDGF/p75-dependent DNA integration. TR-FRET IN-LEDGF/p75 DNA integration, Eu/Cy5. inhibition, % at 3.7 µM. 370,000 compounds, 0.64% hits. AID 743269;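 active = inhibition above the screen-wide mean plus 3 SD, cut at about 13% in these data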;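 also: signal is the Cy5 over europium emission ratio at 671 and 618 nm; 0% = plate median of compound wells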
* hit, by the source's call; . = not tested or not shown; & = joins results of further samples.

item | compound | GC-B act | MBD2 inh | TDP2 inh | PRMT1 FP inh | SIAE inh | HTRA1 inh | TCR-CD3 inh | rCAG RNA binder | ABHD4 inh | LEDGF integ inh
1 | COc1ccc(CCNC(=O)CSc2nc3c(c(=O)n(C)c(=O)n3C)n2C)cc1OC | -4 | 3 | 9 | -2 | 2 | 2 | 1 | -3 | 8 | 1
2 | C=CCn1c(SCC(=O)c2ccc(O)c(O)c2)nnc1-c1cccc(Cl)c1 | -4 | -3 | -1 | 8 | 3 | 56* | 9 | 21 | 23 | 0
3 | CN1C(=S)N(c2ccccc2)C(=O)/C1=C/c1cccs1 | -5 | 1 | 3 | -2 | -3 | -1 | 5 | 1 | 2 | 1
4 | O=S(=O)(Nc1ccc(Br)cn1)c1cccs1 | 0 | -5 | -2 | 0 | 4 | -2 | -1 | 3 | 6 | -6
5 | Cc1cc(Oc2ccccc2F)nc(NCc2ccccc2)n1 | -12 | 4 | 0 | 3 | -1 | -10 | -2 | -8 | 4 | 3
6 | COc1cc(C)nc(N2CCCC(C(=O)Nc3ccccc3Br)C2)n1 (stereo not given) | 8 | 1 | 8 | -2 | 3 | 4 | -8 | -4 | -2 | 1
7 | Cc1cc(C)cc(N(CC(=O)NCc2ccc(F)cc2)C(=O)c2snc(C(N)=O)c2N)c1 | -6 | -4 | -14 | -2 | 3 | -7 | 10 | 2 | -4 | 2
8 | CCC(CC)c1nnc(NC(=O)CN2C(=O)c3ccccc3C2=O)s1 | -1 | -4 | 10 | -1 | 3 | 0 | 6 | -4 | -2 | 5
9 | CCCn1c(CN2CCCCC2CC)nc2c1c(=O)n(C)c(=O)n2C (stereo not given) | -4 | 8 | -9 | 1 | -2 | 1 | 1 | -1 | -13 | 2
10 | COc1cc(/C=C\C(=O)NCc2ccc3[nH]c(C)cc3c2)cc(OC)c1OC | -1 | -4 | -11 | 4 | -1 | -15 | -2 | 6 | -4 | -1
11 | CNc1ccccc(C(=O)/C=C/c2ccccc2OC)c1=O | -1 | 5 | -14 | 35* | 4 | 31 | 3 | 26 | 26 | -1
12 | O=C(Nc1cccc(S(=O)(=O)N2CCCCCC2)c1)C1CCC1 | 2 | 3 | 16 | -4 | 1 | -5 | 6 | -2 | -1 | 1
13 | CC(C)(C)NC(=O)CN(C(=O)c1snc(C(=O)NC2CCCCC2)c1N)c1ccc(F)cc1 | 0 | -2 | -9 | -8 | 5 | -6 | 1 | 2 | 0 | 0
14 | CC(=O)NS(=O)(=O)c1ccc(NC(=O)c2ccccn2)cc1 | 2 | -3 | -1 | 1 | -2 | 2 | 4 | 1 | 6 | 0
15 | COc1cc(Cl)c(S(=O)(=O)NCCN2CCOCC2)cc1Cl | -2 | 4 | 9 | -1 | -4 | 1 | -1 | -4 | -1 | -2
16 | O=C(CCN1C(=O)S/C(=C\c2ccccc2)C1=O)N1CCOCC1 | 2 | 4 | 1 | 6 | -4 | -6 | -3 | -1 | -12 | -2
17 | Cc1cc(C(=O)NC2CCCCC2)c(C)n1-c1ccc(F)cc1 | 4 | 1 | 4 | -3 | 6 | -3 | 1 | -1 | 1 | 1
18 | CC12CCC(C(=O)Nc3ccc4c(c3)OCCO4)(OC1=O)C2(C)C (stereo not given) | 4 | 0 | 4 | -1 | 6 | 1 | 2 | -3 | 0 | 1
19 | O=C(NCc1ccco1)c1ccc(-c2ccc(F)c(F)c2)c2ccoc12 | 6 | -1 | -3 | 8 | -8 | . | 4 | 5 | -19 | -1
20 | CCOCCCNC(=O)c1cc2c(=O)n(CC)c3ccccc3c2s1 | -2 | 0 | 9 | 1 | -7 | -8 | 0 | -6 | 7 | -3
21 | Cc1ccc(/C=N/NC(=O)C2CCN(Cc3ccc(F)cc3Cl)CC2)o1 | 0 | -5 | -9 | -1 | 0 | -10 | 0 | -4 | -7 | 3
22 | COc1cccc(-c2nnc3sc(-c4ccccn4)nn23)c1 | 7 | 6 | 0 | 2 | -1 | -3 | 2 | 11 | -5 | 2
23 | COc1cc(C2NC(=O)NC(C)=C2C(=O)OCc2ccc(C)cc2)cc(OC)c1OC (stereo not given) | -5 | 0 | -10 | -1 | -11 | 1 | -2 | -9 | 3 | -2
24 | Cc1ccc(OCCNc2cc(N3CCN(CCO)CC3)ccc2[N+](=O)[O-])cc1C | 0 | -1 | -17 | -2 | 7 | -14 | 9 | 2 | 6 | 0
25 | CCCc1cnc(N2CCN(C(=O)c3ccc(F)cc3)CC2)nc1 | 2 | -5 | -1 | 1 | 4 | -6 | -1 | -8 | 2 | -6
26 | CCn1nccc1C(=O)Nc1nccs1 | 4 | -2 | 10 | 1 | 2 | -7 | 10 | 1 | -3 | 0
27 | C[C@H](O)[C@@H]1C(=O)N2CCc3c([nH]c4cccc(-c5ccccc5)c34)[C@@H]2C[C@@H]1N(C)C(=O)c1ccccc1 | 0 | 7 | -2 | 7 | 2 | . | -7 | 11 | -12 | 2
28 | CCOC(=O)C1=NOC(CNC(=O)c2ccccc2Cl)C1 (stereo not given) | 1 | 4 | 11 | -3 | 5 | 6 | 4 | 0 | 1 | 3
29 | Cc1cc(C)nc(-n2ncc3c2CC(C)CC3=O)n1 (stereo not given) | 0 | -1 | 2 | -2 | 0 | . | 4 | -2 | -1 | 4
30 | CN(C)CCC(c1ccc(Br)cc1)c1ccccn1 (stereo not given) | -19&-17&-18 | 3&3&-6 | 9&1&7 | 1&-4&0 | 0&2&3 | 8&5&4 | -7&0&10 | 0&1&0 | -5&-8&2 | -4&-1&3
31 | C=CCNC(=O)CCCc1ccccc1 | 5 | 0 | 5 | -2 | 5 | 1 | 4 | -1 | 1 | 0
32 | COCCNC(=O)CCc1c(C)nc2nc(-c3cc(OC)cc(OC)c3)nn2c1C | 3 | 3 | 0 | -2 | -3 | 2 | 6 | -6 | 2 | 3
33 | O=C1Nc2ccccc2C12Nc1ccccc1-c1nc3ccccc3n12 (stereo not given) | -7 | 8 | 9 | 4 | 1 | -18 | -2 | 1 | 7 | 1
34 | COc1ccc(S(=O)(=O)N2CCCC2)cc1OC | 0 | -3 | -15 | 6 | 7 | -5 | -2 | -1 | 10 | -3
35 | O=S1(=O)C=CCN1Cc1cn(Cc2cccc(C(F)(F)F)c2)nn1 | 1 | 5 | -8 | 0 | -6 | . | . | 3 | 6 | -3
36 | CCc1ccccc1N1C(=O)c2ccccc2S1(=O)=O | 2 | 1 | -12 | 1 | 6 | 0 | -1 | 0 | 7 | 1
37 | CCOC(=O)c1cnc(-n2nc(C)cc2C)nc1Oc1ccc(C#N)cc1 | -8 | -4 | 10 | 1 | 8 | 10 | 5 | 4 | 3 | 1
38 | O=C(CN1C(=O)/C(=C/c2ccco2)SC1=S)Nc1ccc(O)c(C(=O)O)c1 | -1 | 7 | 4 | 50* | -8 | 3 | -1 | 88* | -29 | 47*
39 | O=C1NC[C@@H](Cc2cccc3ccccc23)N(CC2(c3ccccc3)CC2)C1=O | -18 | 4 | 0 | -2 | 5 | -15 | 1 | -2 | 8 | 2
40 | Cc1cc2ccccc2n1CCNC(=O)Cc1ccccc1 | 3 | -5 | 6 | 5 | 4 | 35 | 6 | 8 | 9 | -2
41 | Cc1occc1C(=O)Nc1c(F)c(F)c(F)c(F)c1F | 5 | -1 | -6 | 2 | -6 | 1 | 0 | 6 | 0 | 0
42 | O=C(Nc1cccc(Cl)c1)Nc1ccc(Br)cc1F | -3 | 5 | -5 | 1 | 1 | -28 | 9 | 9 | -28 | 3
43 | O=C(Nc1ccccc1C(=O)O)c1cccc(NS(=O)(=O)c2ccc(Br)cc2)c1 | 7 | 1 | -7 | 2 | -41 | -38 | 6 | 81* | -45 | 0
44 | Nc1nnc(-c2cn(-c3ccccc3)nc2-c2ccccc2)o1 | 0 | 5 | -3 | -3 | 3 | -15 | 1 | 1 | -3 | -2
45 | CC(C)CCNC(=O)C1CCN(c2nnc(-n3cccc3)s2)CC1 | 5 | 1 | 4 | 3 | 0 | 2 | 1 | 4 | -3 | -1
46 | COc1cc(C2CC(=O)Oc3c2c(=O)n(C)c2ccccc32)ccc1O (stereo not given) | -1 | -1 | 11 | 0 | 9 | . | 3 | 2 | -2 | 0
47 | CCOC(=O)N1CCN(C(=O)COc2cccc3c2CCN(CC)C3=O)CC1 | 12 | 2 | 5 | 4 | 20* | -3 | -4 | -4 | 2 | -4
48 | C1=C(CCNc2ncnc3c2[nH]c2ccccc23)CCCC1 | 21 | -7 | -5 | -2 | 23* | 6 | 0 | 8 | 25 | 2
49 | Cc1ccc(N(Cc2ccccc2)C(=O)c2cc(S(=O)(=O)N3CCOCC3)ccc2C)cc1 | -5 | 0 | 1 | 1 | -2 | -9 | 5 | -4 | -4 | 3
50 | CN(CC1CCCN(CCc2ccc(F)cc2)C1)C(=O)CCC(F)(F)F (stereo not given) | 4 | 1 | -6 | 0 | -1 | 5 | -2 | -8 | 0 | -1
51 | COc1ccc(C)cc1N(C(=O)c1cccc(F)c1)c1nc2ccccc2s1 | -1 | -6 | -7 | -2 | -4 | -11 | 7 | -4 | 5 | -5
52 | Cc1cc(Cl)c(OCCCNC2CCCC2)c(Br)c1 | -5 | -1 | 7 | -2 | 4 | 0 | 2 | 7 | 11 | 5
53 | Cc1ccc(NC(=O)c2ccc(CN3CC(=O)N4CCCCC4C3=O)cc2)c(C)c1 (stereo not given) | 5 | -5 | -9 | -4 | 6 | -2 | 1 | 2 | -4 | 2
54 | COc1ccc(/C=N/Nc2nonc2N)c(OC)c1 | -6 | 0 | 9 | -3 | 5 | 5 | -1 | -1 | -2 | 1
55 | Cc1nc2oc3c(NCc4ccccn4)ncnc3c2c2c1COC(C)(C)C2 | 10 | -2 | 7 | -4 | 11 | -2 | 1 | -3 | 2 | -2
56 | Cc1cc(C(=O)N/N=C/c2cc(Br)c(Br)o2)n[nH]1 | -3 | -3 | 10 | 2 | 1 | 9 | -6 | 3 | 6 | 4
57 | O=S(=O)(NCc1ccc2c(c1)OCO2)c1cccc(S(=O)(=O)N2CCOCC2)c1 | 7 | -4 | 3 | -1 | 4 | -3 | 0 | -5 | -9 | 2
58 | O=C(NCCc1ccccc1)c1ccc2c(=O)[nH]c3c(C(=O)NCC4CCCO4)sc(=S)n3c2c1 (stereo not given) | -3 | -2 | -8 | -4 | -17 | 10 | 7 | 91* | 50* | 3
59 | CCCCc1nc2cc(C(=O)N3CCN(c4nc(C)cnc4C)CC3)ccc2o1 | -9 | 0 | 5 | -2 | -1 | -1 | 8 | -8 | 3 | 0
60 | CC1(C)CC(=O)C([N+](=O)[O-])=C(NCCCO)C1 | 7 | -6 | -4 | 3 | 4 | 6 | -5 | 0 | -4 | 5

Screening results as filed in PubChem BioAssay.

Only part of the results is shown; count on the stated rates, not on these rows.
